GLD-1 TGE inh: GLD-1/TGE RNA complex disruptors, primary screen, biochemical, fluorescence polarization; Female germline-specific tumor suppressor gld-1 (Caenorhabditis elegans), Q17339; purified GLD-1 + fluorescein TGE RNA; inhibition, % at 5.96 µM; 320,000 tested, 0.44% active;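 active means percent inhibition above a per-plate cutoff, the plate mean of test compounds plus 3 SD, cut at about 30% in these data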;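 further: 0% = DMSO wells with GLD-1 and probe and 100% = wells lacking GLD-1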
GRK2 inh: compounds blocking aptamer binding on GRK2 – biochemical, human GRK2, bead flow cytometry, HTS, primary screen; Beta-adrenergic receptor kinase 1 (Homo sapiens), P25098; FAM-aptamer displacement from GRK2; inhibition of aptamer binding, % at 10 µM; 330,000 tested, 0.59% active;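 active means inhibition of aptamer binding above 40%, roughly 3 SD of noise, on plates passing a quality check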;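 further: median bead fluorescence of bound FAM aptamer so fluorescent compounds give negative values; no value below 0 was filed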
Yeast superoxide: reduction of superoxide in aged yeast, primary screen, HTS | S. cerevisiae aged cells, superoxide DHE fluorescence; hits give low values | superoxide response (% of plate mean), % at 10 µM | 330,000 tested, 0.18% active | AID 2690, 2010;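 active means superoxide response under a set limit, about three screen SD below normal, cut at about 65% in these data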;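 further: yeast aged for seven days with compound at 30 °C before DHE staining; 100% = average MFI of all compound-treated wells on the plate with controls excluded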
AGP1 TOR yeast: modulators of AGP1-GFP expression in yeast TOR pathway, primary screen, cell-based, multiplex flow cytometry, S. cerevisiae, MLPCN library; 320,000 tested, 0.02% active; AID 2066, 2009; 3 h; GFP as percent of DMSO wells; GFP response vs DMSO, % at 10 µM;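 active means GFP response relative to DMSO above a set limit, near screen average plus 3 SD, cut at about 150% in these data; inconclusive means fewer than 70 cells counted for the yeast strain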;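 further: median GFP channel fluorescence of the gated AGP1 strain per well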
MCL1-BIM inh: inhibitors of MCL1 binding to BIM-BH3, primary screen, biochemical, fluorescence polarization. Induced myeloid leukemia cell differentiation protein Mcl-1 (Homo sapiens), Q07820. GST-MCL1 / FITC-Bim-BH3 fluorescence polarization. inhibition, % at 10.9 µM. 320,000 tested, 0.68% active;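 active means inhibition above the mean inhibition of all tested compounds plus 3 SD, set per campaign, cut at about 40% in these data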;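 further: 0% = DMSO wells and 100% = unlabeled Bim-BH3 peptide control; higher means more loss of mP so more displacement of Bim peptide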
Bcl-xL primary: inhibitors of human Bcl-xL, primary screen, biochemical, fluorescence polarization, HTS; Bcl-2-like protein 1 (Homo sapiens), Q07817; GST-Bcl-xL / FITC-Bim BH3 peptide fluorescence polarization; inhibition, % at 10.9 µM; 320,000 tested, 0.7% active; AID 2129, 2009;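 active means inhibition above the mean of all tested compounds plus 3 SD, cutoff set per campaign, cut at about 30% in these data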;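 further: 0% = DMSO wells and 100% = unlabeled Bim-BH3 peptide competitor; inhibitors lower millipolarization by displacing the labeled peptide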
VLA-4 inh: inhibition in human VLA-4 binding assay, primary screen, VLA-4 allosteric modulator project, MLPCN library, flow cytometry, VLA-4 expressing cells; AID 2557, 2010; inhibition, % (about 7 µM as worked out from the volumes in the protocol); ligand binding flow cytometry; Integrin alpha-4 (Homo sapiens), P13612; 330,000 tested, 0.2% active; in the data active means inhibition above about 50%
Target sequence (P13612 whole entry, looked up): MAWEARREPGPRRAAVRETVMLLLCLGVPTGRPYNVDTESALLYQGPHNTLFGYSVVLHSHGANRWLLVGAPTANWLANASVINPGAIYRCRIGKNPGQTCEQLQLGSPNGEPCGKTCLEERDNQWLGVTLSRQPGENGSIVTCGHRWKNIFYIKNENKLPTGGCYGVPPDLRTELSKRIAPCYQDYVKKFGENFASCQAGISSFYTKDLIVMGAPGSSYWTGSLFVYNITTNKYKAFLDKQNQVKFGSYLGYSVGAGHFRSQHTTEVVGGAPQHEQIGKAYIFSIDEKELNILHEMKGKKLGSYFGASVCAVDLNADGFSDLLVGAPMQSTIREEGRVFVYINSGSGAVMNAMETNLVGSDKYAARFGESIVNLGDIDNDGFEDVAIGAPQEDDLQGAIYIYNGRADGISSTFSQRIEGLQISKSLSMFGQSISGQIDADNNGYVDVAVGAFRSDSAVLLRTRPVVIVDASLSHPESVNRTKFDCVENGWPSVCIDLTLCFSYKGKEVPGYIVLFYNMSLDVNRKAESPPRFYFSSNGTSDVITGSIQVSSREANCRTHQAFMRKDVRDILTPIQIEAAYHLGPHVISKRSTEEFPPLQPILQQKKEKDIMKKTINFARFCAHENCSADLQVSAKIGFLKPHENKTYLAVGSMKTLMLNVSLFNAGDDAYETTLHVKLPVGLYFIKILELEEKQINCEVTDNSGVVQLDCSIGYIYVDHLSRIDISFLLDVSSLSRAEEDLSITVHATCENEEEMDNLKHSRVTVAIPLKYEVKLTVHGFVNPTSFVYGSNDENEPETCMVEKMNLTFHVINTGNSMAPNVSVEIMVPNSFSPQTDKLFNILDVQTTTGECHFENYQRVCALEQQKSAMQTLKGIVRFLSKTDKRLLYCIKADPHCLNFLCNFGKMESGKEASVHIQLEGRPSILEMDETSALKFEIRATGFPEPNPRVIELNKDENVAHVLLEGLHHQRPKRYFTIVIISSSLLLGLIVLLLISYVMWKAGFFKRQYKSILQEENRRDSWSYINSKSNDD
MEX-5 binding: MEX-5 zinc finger RNA-binding disruptors – biochemical, C. elegans, fluorescence polarization, MLPCN library, primary screen; Zinc finger protein mex-5 (Caenorhabditis elegans), Q9XUB2; MEX-5/FITC-TCR2 RNA binding; hits give low values; activity score (negative = inhibition of binding), % at 10 µM; 300,000 tested, 0.38% active;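 active means inhibition past about -25% in most replicates, and total fluorescence under double the plate's negative control median, limit read from the data; inconclusive means replicates evenly split on the limit, or fluorescence at least double controls; inactive means too little inhibition in most replicates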;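 further: 0% = DMSO and -100% = 5 µM competing unlabeled TCR2 RNA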
CIT2-GFP yeast: modulators of CIT2-GFP expression in yeast, primary screen, S. cerevisiae, GFP fusion, multiplex flow cytometry, MLPCN library. S. cerevisiae CIT2-GFP strain, 3 h; 100 means same as DMSO wells. GFP response vs DMSO, % at 10 µM. 320,000 tested, 0.065% active. AID 2029, 2009;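 active means GFP response relative to DMSO above a set limit, near the screen mean plus 3 SD, cut at about 150% in these data; inconclusive means Fewer than 70 cells measured for a yeast strain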;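 further: ratio of well median GFP fluorescence to mean of DMSO wells on the plate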
An asterisk follows results filed as active; u = inconclusive; x = no result given; [ ] = remark or other dose.

Compound	GLD-1 TGE inh	GRK2 inh	Yeast superoxide	AGP1 TOR yeast	MCL1-BIM inh	Bcl-xL primary	VLA-4 inh	MEX-5 binding	CIT2-GFP yeast
CN(C)c1cccc(C(=O)Nc2nnc(Cc3ccccc3)s2)c1	6	2	100	96	-10	1	-3	-2.8	104
CC(NC(=O)COC(=O)COc1cccc2c1OC(C)(C)C2)c1ccccc1 (stereo not given)	6	0	103	90	-14	-13	-5	-2.1	106
N#C/C(=N\O)c1nc2ccccc2s1	-6	2	92	91	-10	-9	-15	-0.4	72
COc1ccc(OC)c(NC(=O)CSC2=NN3CCCC(=O)N=C3S2)c1	-1	0	99	108	5	6	6	3.3	107
O=C(Nc1ccc2oc(-c3ccccc3F)nc2c1)c1cncc(Br)c1	-1	0	101	101	6	-1	11	-1.4	88
O=C(c1cc(=O)[nH]c2ccccc12)N1CC=C(c2ccccc2)CC1	2	0	106	110	-2	3	11	-3.5	104
CC(=O)c1ccc(NC(=O)C(C)OC(=O)/C=C/c2ccco2)cc1 (stereo not given)	4	0	106	102	x	x	13	x	110
CC1CC(C)CN(CCOc2cccc3ccccc23)C1 (stereo not given)	2	0	97	100	10	6	26	0.2	109
Cc1cc(C)n(-c2nc3ccccc3nc2N2CCCCCC2)n1	-2	3	100	84	4	3	2	2.8	79
Cc1ccsc1C(=O)NCCc1nnc2ccccn12	4	6	92	98	1	0	-104	-3.9	95
CCCCCNC(=O)c1ccc2c(=O)n(CCOC)c(=O)[nH]c2c1	10	0	91	105	2	7	3	-0.6	108
C(=N\N1CCOCC1)/c1cn(-c2ccccc2)nc1-c1ccccc1	13	0	98	86	-2	4	0	-0.7	88
Cc1ccc(S(=O)(=O)Nc2nc3ccccc3s2)cc1	4	0	95	97	-1	2	-3	-0.4	100
O=C(CN1CCC(NC(=O)c2ccccc2Cl)CC1)NCc1ccco1	-6	2	94	97	4	2	14	-2.5	108
CC(=O)c1cccc(NC(=O)NC2CC(=O)N(c3ccc4c(c3)OCCO4)C2)c1 (stereo not given)	0	4	99	113	-3	1	-5	0.2	99
Cc1ccc(NC(=O)N2CCC(NC(=O)c3cccc(C)c3)CC2)cc1	4	1	99	95	-6	-2	-2	-1.9	100
Cc1nn2c3cc(N4CCOCC4)ccc3nc2c2ccccc12	-4	2	93	109	17	5	-1	-6.8	101
CCC(NC(=O)CSc1nnnn1C1CC1)c1ccc(Br)cc1 (stereo not given)	-4	0	95	103	3	0	-14	x	106
Cc1cccc(NC(=O)c2sccc2-n2cccc2)c1C	-4	0	92	91	3	1	2	-0.2	88
CC1CCCN(CC(=O)Nc2ccc(S(=O)(=O)N3CCCCCC3)cc2)C1 (stereo not given)	10	26	137	97	-6	-3	5	2.4	95
COc1ccc(-c2onc3ccc(Cl)cc23)cc1	1	3	102	85	6	3	-1	-0.7	80
COc1ccc(N2CCN(C(=O)CSc3nnc4nc(C)cc(C)n34)CC2)cc1	0	1	89	107	1	0	7	-2.2	107
O=C(NNC(=O)c1ccc(-n2cncn2)c([N+](=O)[O-])c1)c1ccccc1	12	0	112	93	4	1	-22	x	94
O=C(c1cccnc1)N1c2ccccc2Sc2ccccc21	2	2	108	105	-12	-6	4	-0.9	104
Cc1ccsc1/C=N/NC(=O)c1ccncc1	-2	0	111	99	-4	0	1	1.4	95
COC(=O)NNC(=O)c1ccccc1OC	2	0	88	102	6	4	5	0.4	95
CCCn1nnc2sc3c(c2c1=O)CCC(C)C3 (stereo not given)	-3	1	100	77	-9	-7	15	-0.3	89
CC(C)Cc1ccc(CN2CCCC(NC(=O)CCN3CCOCC3)C2)cc1 (stereo not given)	x	0	103	97	x	x	-11	3.7	100
CCOC(=O)C1CCCN(C(=O)C2CCN(S(=O)(=O)N3CCC4(CC3)OCCO4)CC2)C1 (stereo not given)	2	2	98	86	-3	2	-9	0.8	84
O=C(CNCc1ccco1)Nc1ccccc1-n1cccc1	10	4	100	94	1	7	32	-1.9	101
Cc1cc(C)n(-c2nc3ccccc3c3nc(C)nn23)n1	3	1	95	101	1	-1	20	2.5	102
CC(C)(C)OC(=O)C[C@H]1C/C=C\C[C@H](CC(=O)N[C@H](CO)Cc2ccccc2)C(=O)N2CCC[C@@H]2COC1=O	3	7	95	113	x	x	5	x	101
O=C(Cc1cccc2ccccc12)N1CCCc2ccccc21	2	2	95	103	5	4	-1	0.1	93
COC(=O)c1ccc(NC(=O)C(=O)N2CCCC2)cc1	0	2	114	99	-12	0	31	-0.9	93
COc1ccccc1NC(=O)c1c(N=Cc2ccccc2O)cnn1C	0	0	103	107	3	5	3	1.4	101
CN1CCc2nc(SCC(=O)Nc3ccc(F)cc3)c(C#N)cc2C1	9	57*	92	103	25	27	-10	0.7	104
CN(C)c1ccc2c(c1)OC(N)=C(C#N)C2c1cccc(F)c1 (stereo not given)	-68	3	121	91	-6	20	-29	-3.9	91
Cc1ccc2c(c1)[C@H]1[C@H](CO2)[C@H](c2ccccc2)[C@]2(C)C(=O)Nc3ccccc3C(=O)N12	4	0	105	98	x	x	-4	x	103
COc1ccc(C(=O)SC2=NCCS2)cc1	5	0	115	94	8	4	36	-2.8	84
Cc1ccc(N2C(=O)N3[C@H](c4ccc(Cl)cc4)[C@@H]4C(=O)N(C5CCCCC5)C(=O)[C@@H]4[C@]3(Cc3ccccc3)C2=O)cc1	3	1	101	102	2	0	12	2.1	102
COc1ccc(S(=O)(=O)N2CCN(C)CC2)c2ccccc12	-5	0	101	103	0	-4	9	0.9	100
CC(=O)Nc1ccc(S(=O)(=O)N2CCN=C2SCc2cccnc2)cc1	8	0	110	101	2	7	1	0.5	101
Cc1ccccc1NC(=O)c1c(C)[nH]c(=S)c(C#N)c1-c1ccco1	9	1	91	98	4	12	18	1.4	103
O=C(CN1CCCCC1)NNC(=O)c1cccc(Br)c1	2	0	98	102	3	2	3	-0.3	99
COc1ccc(N2CCN(Cc3nc(N)nc(Nc4ccc(C)c(Cl)c4)n3)CC2)cc1	8	2	93	104	1	0	-5	-1.5	106
Cc1ccccc1C(=O)Nc1ccnn1C1CCN(Cc2ccccn2)CC1	14	2	97	94	32	21	0	-0.6	89
CC(=O)c1cccc(NC(=O)CN(C)Cc2ccc(OC(F)F)cc2)c1	-3	0	93	88	-4	-2	-3	-1.2	96
Cc1ccc(C(=O)N/C(=C\c2sccc2C)C(=O)NCc2ccncc2)cc1	-6	0	72	96	0	0	-1	3.0	90
Cc1ccc(OCC(=O)NCCNC(=O)c2cccnc2)cc1C	5	1	94	101	7	0	-10	1.0	109
CCOC(=O)C(C(=O)OCC)C(Nc1ccc(Br)cc1)c1ccccc1 (stereo not given)	2	2	126	97	-6	3	0	1.4	100

Going on with the list.
Compound	GLD-1 TGE inh	GRK2 inh	Yeast superoxide	AGP1 TOR yeast	MCL1-BIM inh	Bcl-xL primary	VLA-4 inh	MEX-5 binding	CIT2-GFP yeast
Cc1cc(C2N=C(N)Nc3nc4ccccc4n32)c(C)n1-c1ccccc1Cl (stereo not given)	7	0	111	109	1	1	8	47	104
CCOC(=O)c1sc(NC(=O)c2ccc(S(=O)(=O)N3CCCCC3)cc2)nc1-c1ccccc1	11	0	99	86	6	4	3	-1.3	89
CCC(=O)OCCNc1nc(-c2ccccc2)nc2ccccc12	12	0	104	86	2	3	3	0.6	93
CC(C(=O)Nc1ccc(F)cc1Cl)N1CCN(S(=O)(=O)c2cccs2)CC1 (stereo not given)	1	2	90	97	0	5	3	x	97
O=C(CS(=O)c1cccc(C(F)(F)F)c1)Nc1ccccc1Cl (stereo not given)	3	3	89	96	1	7	4	-0.1	111
Fc1ccc(-c2noc(C3CCN(Cc4cccnc4)CC3)n2)cc1	-1	0	123	103	-2	5	11	1.9	101
Cc1nc(N/N=C/c2ccc(Br)cc2)cc(N2CCOCC2)n1	-9	0	103	105	-2	4	4	1.8	102
CCCC(=O)Nc1ccc(C(=O)NCc2ccccn2)cc1	1	0	94	104	5	5	4	-3.3	103
COc1cc(/C=N/N(C)C)ccc1OC(=O)c1cccs1	-6	1	109	89	-1	2	8	1.0	109
O=C(N/N=C\c1cccc(Cl)c1)c1ccc(Cn2cccn2)o1	3	0	102	99	-1	8	-15	0.3	104
CC(Nn1cnnc1)c1cc(Cl)ccc1O (stereo not given)	5	1	85	100	4	11	10	-1.0	93
O=C(NCc1cccc(F)c1)C1CCC(=O)N(CCCN2CCOCC2)C1 (stereo not given)	4	1	113	96[may fluoresce green]	-3	3	6	-1.0	105[may fluoresce green]
Cc1nc(SCCC(=O)O)c2cc(-c3ccccc3)sc2n1	7	2	118	100	2	9	2	-4.2	101
CN1CCN(CCOCCOc2ccc(Br)cc2Cl)CC1	9	27	83	102	8	5	4	0.1	99
CC(=O)O/N=C/c1c(NCc2ccccc2)nc2c(C)cccn2c1=O	5	1	88	96	3	2	-9	0.4	95
O=C(Nc1ccc(Cl)cc1)c1ccc(-n2cncn2)c([N+](=O)[O-])c1	1	0	100	107	-5	10	-3	0.7	107
O=c1c2ccccc2nc2c3ccccc3c(NCc3cccnc3)nn12	-1	2	81	90	8	6	-3	-3.6	85
Cc1nc2ccccc2cc1C(=O)N/N=C/c1ccco1	-8	0	89	90	-5	-2	-4	2.8	94
Cc1ccc(-n2c(SCC(=O)Nc3ccc(Cl)cc3)nc(O)cc2=O)cc1	0	1	85	84	-5	-2	8	-0.6	92
COc1ccc2[nH]c(C)c(CCNC(=S)Nc3ccc(F)cc3)c2c1	-6	2	98	99	-3	-3	-4	0.2	99
COCCNc1cc(NCCOC)c([N+](=O)[O-])cc1[N+](=O)[O-]	15	0	103	111	3	0	2	1.8	102
CCN1CCN(CCCNC(=O)C2CCCN(c3nnc(-n4cccc4)s3)C2)CC1 (stereo not given)	5	0	93	u	-2	2	-3	-0.6	u
CCc1ccc(NC(=O)c2ccc3c(c2)C(=O)N(CCOC)C3Nc2ccc(CC)cc2)cc1 (stereo not given)	7	2	94	107	3	1	7	-3.0	103
O=C(Nc1cccc(-c2nc3cccnc3s2)c1)c1cccnc1Cl	-1	3	106	94	1	0	19	x	84
CC(C)CN1C(=O)C(=O)N(CC(=O)c2ccc3c(c2)CCCC3)C1=O	-2	0	91	101	3	6	-6	x	97
